Source: PubChem BioAssay (several laboratories)
GSK3A inh: human GSK-3 alpha kinase inhibition. P49840. ADP-Glo luminescence, 60 min. inhibition, % at 10 µM. actives 0.1% (n = 320,000). AID 2650;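 in the data active = inhibition above about 50%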;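 note: GST-tagged GSK-3 alpha with peptide substrate and 25 µM ATP; 0% = DMSO neutral wells and 100% = GW8510 positive control wells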
RGS4 act: RGS4 potentiation or activation. actives 0.92% (n = 310,000). B-score at 10 µM. HEK293 M3R/inducible RGS4, carbachol calcium flux Fluo4; hits give low values;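 active = B-score of the integrated calcium signal more than 4 SD below the library mean, with starting fluorescence not abnormally high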;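 note: negative B-score means reduced calcium response which marks RGS4 activation or potentiation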
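Reagent: ECmax carbachol challenge; Test system: M3R-expressing HEK293 line, RGS4 induced by doxycycline; Schedule: overnight RGS4 induction, 30 min dye load 37 °C, 20 min compound RT; Detection: calcium dye Fluo4 fluorescence; Read-out: Agonist-evoked peak-minus-minimum fluorescence over baseline, integrated ratio, B score.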
KCNK3 block: human KCNK3 channel inhibition, primary screen; CHO-KCNK3 thallium flux, FluxOR fluorescence; hits give low values; O14649; B-score at 10 µM; actives 0.84% (n = 340,000);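 active = B-score under library mean minus 4 SD, starting fluorescence ratio at most library mean plus 5 SD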;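 note: more negative B-score means stronger inhibition of thallium flux through KCNK3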
Target sequence (O14649 whole entry, looked up): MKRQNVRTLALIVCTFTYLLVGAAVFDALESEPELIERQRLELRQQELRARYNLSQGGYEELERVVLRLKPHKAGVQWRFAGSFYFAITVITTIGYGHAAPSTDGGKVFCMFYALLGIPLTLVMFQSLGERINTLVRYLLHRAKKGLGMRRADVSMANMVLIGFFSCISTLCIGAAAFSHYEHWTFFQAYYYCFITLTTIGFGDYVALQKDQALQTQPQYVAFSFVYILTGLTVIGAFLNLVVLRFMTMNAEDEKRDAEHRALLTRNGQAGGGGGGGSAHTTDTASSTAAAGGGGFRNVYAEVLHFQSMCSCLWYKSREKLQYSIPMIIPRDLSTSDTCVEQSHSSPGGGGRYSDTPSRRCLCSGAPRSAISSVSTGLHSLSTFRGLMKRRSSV
DYRK1A inh: blocks rat Dyrk1A kinase activity. inhibition, % at 12.5 µM. actives 0.43% (n = 310,000). ADP-Glo luminescence, NFATc1 peptide; in the data active = inhibition above about 50%;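 note: plate controls were vehicle with enzyme for no effect and no enzyme for full effect; many of its hits are not listed in these tables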
hERG protect: compounds protecting human hERG from proarrhythmic drug block. CHO-hERG, FluxOR thallium flux, dofetilide IC70 present. activation (rescue from dofetilide block), less the hit threshold, % at 10 µM. actives 0.51% (n = 310,000). AID 1511;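 active = activation above the mean of controls blocked by dofetilide plus 5 SD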;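 note: thallium influx through hERG after potassium depolarization seen as dye fluorescence rise; in these data hits start at about 4.7%; inactives centre near -7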
KCNQ1 inh: inhibitors of human KCNQ1 potassium channel | P51787 | CHO-K1 KCNQ1, FluxOR thallium flux fluorescence; hits give high values | B-score at 10 µM | actives 1.3% (n = 310,000);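 active = compounds whose thallium flux B-score, printed positive for inhibition, exceeds three library SD while starting fluorescence stays within three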;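 note: channel opened by potassium depolarization with thallium stimulus after 20 min compound exposure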
Target sequence (P51787 whole entry, looked up): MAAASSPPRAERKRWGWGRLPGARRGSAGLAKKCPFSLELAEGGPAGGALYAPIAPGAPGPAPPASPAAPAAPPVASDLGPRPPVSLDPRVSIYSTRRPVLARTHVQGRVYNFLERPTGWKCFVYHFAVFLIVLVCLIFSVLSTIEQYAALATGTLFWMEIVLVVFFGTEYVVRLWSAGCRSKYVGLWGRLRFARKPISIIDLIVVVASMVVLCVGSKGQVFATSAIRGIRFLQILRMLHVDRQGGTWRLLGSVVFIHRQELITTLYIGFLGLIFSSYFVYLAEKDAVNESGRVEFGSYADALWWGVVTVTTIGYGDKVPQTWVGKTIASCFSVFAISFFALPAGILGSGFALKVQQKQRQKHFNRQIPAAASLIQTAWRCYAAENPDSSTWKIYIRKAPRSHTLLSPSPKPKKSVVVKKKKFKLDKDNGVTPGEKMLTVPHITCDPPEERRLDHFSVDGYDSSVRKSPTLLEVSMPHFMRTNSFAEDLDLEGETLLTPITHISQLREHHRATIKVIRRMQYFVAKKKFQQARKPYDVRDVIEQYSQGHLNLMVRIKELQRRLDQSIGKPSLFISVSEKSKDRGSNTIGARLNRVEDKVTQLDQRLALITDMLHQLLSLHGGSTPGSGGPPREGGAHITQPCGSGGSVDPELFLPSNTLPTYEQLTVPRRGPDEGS
PolyA inhibitor: blocks polyadenylation in yeast reporter cells | calls only at 12 µM | S. cerevisiae SKY197-pL101 polyadenylation reporter, beta-gal luminescence; efflux-impaired pdr1/pdr3 knockout yeast; score 100 = 6 SD above DMSO | actives 0.02% (n = 300,000);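 active = lowest replicate activity score at least 50, where 100 means six control SD above control mean; inconclusive = lowest score under 50 but half or more replicates reach 50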;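 note: yeast exposed to compound for 9 h at 30 °C; higher score means more reporter readthrough which indicates perturbed polyadenylation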
KCNQ1 act: potentiates or activates the human KCNQ1 potassium channel. actives 0.35% (n = 310,000). CHO-K1 KCNQ1, thallium flux FluxOR fluorescence; hits give high values. P51787. B-score at 10 µM;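 active = fluorescence ratio B-score, a plate-corrected score, at least three library SD, with initial intensity B-score within 5 SD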
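Assay system: CHO-K1 cells stably expressing KCNQ1. Medium: assay buffer for compound exposure, DMSO matched across wells. Timing: 37 °C overnight plating, 90-min dark dye load, 20-min compound pretreatment. Signal: kinetic FluxOR fluorescence, 10 s baseline plus 110 s post-stimulus.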
KCNK9 block: inhibitors of human KCNK9 two-pore domain potassium channel; HEK293 KCNK9, FluxOR thallium flux fluorescence; hits give low values; B-score at 10 µM; actives 1.2% (n = 310,000);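 active = ratio B-score over 3 SD below the library mean, with starting fluorescence within 5 SD of its mean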;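 note: negative B-score means less thallium flux so channel inhibition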
HDAC3 inh: inhibitors of human histone deacetylase 3; actives 0.15% (n = 320,000); AID 2718; recombinant HDAC3, fluorogenic peptide/trypsin coupled, fluorescence; O15379; inhibition, % at 8.3 µM; in the data active = inhibition above about 26%, passing the limit was not always enough; inconclusive = no clear call, values can overlap the other calls
GSK3beta inhib: inhibitors of human GSK3beta kinase | P49841 | GST-GSK3beta kinase, ADP-Glo luminescence, 60 min; hits give low values | activity score (negative = inhibition), % at 10 µM | actives 0.038% (n = 300,000) | AID 2097;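 active = more than half of replicate wells score below -50%, meaning over 50% inhibition versus plate controls; inconclusive = some replicates but at most half score below -50%; inactive = no replicate scores below -50%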;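 note: 0% = median DMSO wells and -100% = median GW8510 positive control wells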
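Test system: GST-tagged human GSK3beta kinase, cell-free; evaluation: activity score scaled between in-plate DMSO and GW8510 controls; measured by: ADP-Glo luminescence; incubation: 60 min reaction, RT; benchmarks: DMSO and 20 µM GW8510; reagent: peptide substrate plus 25 µM ATP (final); medium: Tris/MgCl2 kinase buffer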
The depositor's hits bear a star; i = inactive; ? = inconclusive; nt = no result given.

Value order – GSK3A inh	RGS4 act	KCNK3 block	DYRK1A inh	hERG protect	KCNQ1 inh	PolyA inhibitor	KCNQ1 act	KCNK9 block	HDAC3 inh	GSK3beta inhib
> CCOc1ccc(S(=O)(=O)N(CC(=O)NCC2CCCO2)c2ccc(F)cc2)cc1 (stereo unspecified)
    -1.0	i	i	-1.8	-2.8	i	i	i	i	-2.5	0.9
> CC12CN(C(=O)c3ccc([N+](=O)[O-])cc3)CC(C)(CN(C(=O)c3ccc([N+](=O)[O-])cc3)C1)C2=O
    -1.3	i	nt	nt	-5.3	i	i	i	i	-1.9	-23.6
> COCCCN(C(=O)Nc1ccc(C)c(C)c1)C(C)c1ccccn1 (stereo unspecified)
    -1.3	i	i	-2.3	-5.9	i	i	i	i	4.0	0.1
> CC(C)CN(CC(C)C)S(=O)(=O)N1CCC(C(=O)NCc2cccnc2)CC1
    4.8	i	i	-5.8	-5.3	i	i	i	i	-3.3	-2.7
> CN(c1ccccc1)S(=O)(=O)c1cccc(NC(=O)CSc2nncs2)c1
    -0.7	i	i	-1.4	-20.1	i	i	i	i	0.0	-1.4
> COc1cccc(CNc2ccc(S(=O)(=O)Nc3nccs3)cc2)c1O
    -2.4	i	i	-0.2	-8.8	i	i	i	i	5.3	2.3
> COc1ccc(OC)c(-c2nc3ccccc3nc2-c2ccccc2)c1
    -2.3	i	i	8.7	-6.9	i	i	i	i	6.6	2.2
> CN(CCc1ccccn1)C(=O)CCC1CCCN(C(=O)CCOc2ccccc2)C1 (stereo unspecified)
    -0.8	i	i	3.9	-9.5	i	i	i	i	-5.7	0.3
> C=CCn1c(SCC(=O)c2ccc(O)c(O)c2)nnc1-c1ccccc1OC
    2.0	i	i	nt	-7.8	i	i	i	i	-6.7	-0.6
> NNC(=O)c1cc(-c2ccccc2)sc1N
    -2.5	i	i	13.0	-9.6	i	i	i	i	4.9	-1.5
> CCOc1cccc(/C=N/NC(=O)c2cc(-c3cccn3C)n[nH]2)c1O
    -0.6	i	i	1.5	-18.7	i	i	i	i	4.6	-3.3
> Cc1ccccc1CS(=O)(=O)CC1(O)CCN(C(=O)c2cccc(C(F)(F)F)c2)CC1
    -2.6	i	i	0.2	-4.9	i	i	i	i	-1.3	-3.5
> COc1ccccc1NC(=O)CSc1nc(SC)ns1
    2.7	i	i	-1.8	-11.8	i	i	i	i	4.8	-1.2
> Cn1c(CNC(=O)c2ccccc2)nnc1SCC(=O)Nc1nccs1
    0.0	i	i	3.5	-4.5	i	i	i	i	-0.5	-4.6
> COc1ccc(C(=O)NCCc2nnc3ccc(SCC(=O)NCCc4ccc(OC)c(OC)c4)nn23)cc1
    3.2	i	i	-1.7	-7.9	i	i	i	i	3.6	1.8

Given as labelled records: entries from further up
> COCCCN(C(=O)Nc1ccc(C)c(C)c1)C(C)c1ccccn1 (stereo unspecified)
- GSK3A inh: -1.3
- RGS4 act: i
- KCNK3 block: i
- DYRK1A inh: -2.3
- hERG protect: -5.9
- KCNQ1 inh: i
- PolyA inhibitor: i
- KCNQ1 act: i
- KCNK9 block: i
- HDAC3 inh: 4.0
- GSK3beta inhib: 0.1

> CN(c1ccccc1)S(=O)(=O)c1cccc(NC(=O)CSc2nncs2)c1
- GSK3A inh: -0.7
- RGS4 act: i
- KCNK3 block: i
- DYRK1A inh: -1.4
- hERG protect: -20.1
- KCNQ1 inh: i
- PolyA inhibitor: i
- KCNQ1 act: i
- KCNK9 block: i
- HDAC3 inh: 0.0
- GSK3beta inhib: -1.4

> C=CCn1c(SCC(=O)c2ccc(O)c(O)c2)nnc1-c1ccccc1OC
- GSK3A inh: 2.0
- RGS4 act: i
- KCNK3 block: i
- DYRK1A inh: nt
- hERG protect: -7.8
- KCNQ1 inh: i
- PolyA inhibitor: i
- KCNQ1 act: i
- KCNK9 block: i
- HDAC3 inh: -6.7
- GSK3beta inhib: -0.6

> COc1ccccc1NC(=O)CSc1nc(SC)ns1
- GSK3A inh: 2.7
- RGS4 act: i
- KCNK3 block: i
- DYRK1A inh: -1.8
- hERG protect: -11.8
- KCNQ1 inh: i
- PolyA inhibitor: i
- KCNQ1 act: i
- KCNK9 block: i
- HDAC3 inh: 4.8
- GSK3beta inhib: -1.2

The list goes on.
Value order – GSK3A inh	RGS4 act	KCNK3 block	DYRK1A inh	hERG protect	KCNQ1 inh	PolyA inhibitor	KCNQ1 act	KCNK9 block	HDAC3 inh	GSK3beta inhib
> O=C(O)COc1ccccc1/C=N/NC(=O)CSc1nc2ccccc2s1
    1.6	i	i	3.8	-4.2	i	i	i	i	-5.8	1.5
> CC1(C(=O)O)CCC(C(=O)Nc2ccc(F)cc2)C1(C)C (stereo unspecified)
    -2.3	i	i	-1.8	-9.8	i	nt	i	i	-4.2	-2.7
> CCOC(=O)c1ccc(Oc2nc(OC)nc(N(C)C)n2)cc1
    nt	i	i	1.3	-10.9	i	i	i	i	2.8	0.4
> COc1cccc(/C=C/C(=O)OCC(=O)Nc2cc(C(F)(F)F)ccc2Cl)c1
    6.3	i	i	-1.3	-4.4	i	i	i	i	-0.8	-0.5
> Cc1cnc(C(=O)Nc2cccc3ncccc23)cn1
    3.2	i	i	24.9	-4.1	i	i	i	i	-2.1	2.1
> Brc1ccc(-c2csc3[n+]2CCCCC3)cc1
    -0.4	i	i	0.2	1.4	i	i	i	i	1.4	6.5
> Nc1nc(O)c(Sc2ccccc2[N+](=O)[O-])c(=O)[nH]1
    -4.2	i	i	-3.8	-3.5	i	i	i	i	0.8	-2.2
> O=C1CCC(CCC(=O)N2CCCC(C(=O)c3ccc(Cl)cc3)C2)=NN1 (stereo unspecified)
    -0.1	i	i	nt	-18.2	i	i	i	i	-0.4	1.2
> COc1ccc(NC(=O)C2CCCN(S(=O)(=O)c3ccc4c(c3)CCCN4C(C)=O)C2)cc1Cl (stereo unspecified)
    -0.1	i	i	-3.6	-8.6	i	i	i	i	6.0	15.0
> Cc1c(N(C(=O)c2cnccn2)C2(C(=O)NC3CCCC3)CCCCC2)c(=O)n(-c2ccccc2)n1C
    -1.6	i	i	-0.5	-0.1	i	i	i	i	3.6	1.8
> c1cncc(-c2cn(C[C@H]3CC[C@@H]([C@@H]4CC[C@H](Cn5cc(-c6cccnc6)nn5)O4)O3)nn2)c1
    -0.7	i	i	4.2	-0.4	i	i	i	i	10.9	-3.8
> Nc1ccc(S(=O)(=O)NC2(C(F)(F)F)NC(=O)N(Cc3ccccc3)C2=O)cc1 (stereo unspecified)
    3.2	i	i	2.7	-4.7	i	i	i	i	-1.5	-1.1
> CN(Cc1ccccc1)C(=O)CN1C(=O)NC(C)(c2ccc(Cl)cc2)C1=O (stereo unspecified)
    0.6	i	i	3.1	-8.3	i	i	i	i	-0.1	-3.2
> CCC(=O)NC(=S)Nc1cccc(C(C)=O)c1
    -1.1	i	i	6.5	-5.4	i	i	i	i	-4.1	-3.4
> COc1cccc(-c2csc(N3CCN(C(=O)NC45CC6CC(CC(C6)C4)C5)CC3)n2)c1
    -4.4	i	i	-2.9	-10.8	8*	i	i	i	-0.3	-2.2

Next entries
SMILES,GSK3A inh,RGS4 act,KCNK3 block,DYRK1A inh,hERG protect,KCNQ1 inh,PolyA inhibitor,KCNQ1 act,KCNK9 block,HDAC3 inh,GSK3beta inhib
COc1ccc(CN(C)C(=O)c2ccc(NS(=O)(=O)c3ccccc3)cc2)c(OC)c1,nt,i,i,-5.1,-9.4,i,i,i,i,nt,-5.5
CC(Oc1ccc(Cl)cc1Cl)C(=O)Nc1ccncc1 (stereo unspecified),17.6,i,i,9.3,-10.7,i,i,i,i,-2.4,-6.4
CCOC(=O)N/N=C(C)/C=C/c1ccco1,-2.2,i,i,1.0,-2.8,i,i,i,i,9.4,-2.2
COC(=O)c1cn(C(=O)c2cc(Cl)ccc2Cl)c2ccccc12,nt,i,i,11.1,-6.7,i,i,i,i,-8.5,-2.1
CCOC(=O)c1cnn(-c2ccccc2)c1NC(=O)c1ccc(C)cc1,-1.4,i,i,-4.8,-9.8,i,i,i,i,1.0,-2.9
COc1ccc(CCN(CC(=O)NC(C)(C)C)C(=O)Cn2nnc(-c3ccc(C)o3)n2)cc1OC,9.7,i,i,-3.3,-6.2,i,i,i,i,-6.1,3.5
COc1ccc(/C=N/NC(=O)c2ccccc2OC)cc1COc1ccccc1[N+](=O)[O-],-0.6,i,i,-1.5,-7.5,i,i,i,i,?,0.5
O=C1NCCC/C1=N\Nc1ccc(Br)cc1,-0.8,i,i,nt,-5.4,i,i,i,i,8.0,1.4
CCN(CC)S(=O)(=O)c1ccc(/C=C/C(=O)OCC(=O)Nc2ccc(S(N)(=O)=O)cc2)cc1,-2.3,i,i,0.6,-8.0,i,i,i,i,-3.3,1.2
COCc1ccc(CN2CCCC(CO)(Cc3cccc(Cl)c3)C2)o1 (stereo unspecified),-2.5,i,i,-0.6,-18.0,i,i,i,i,-5.0,-1.2
COc1ccc(C(=O)OCC(=O)N2C(C)CCCC2C)cc1[N+](=O)[O-] (stereo unspecified),-2.9,i,i,-4.4,-10.8,i,i,i,i,5.0,1.3
CCOC(=O)C1=C(O)/C(=C/c2cn(CC(=O)N3CCCC3)c3ccccc23)SC1=Nc1ccccc1,nt,i,i,2.0,-11.2,i,i,i,i,nt,2.4

New compounds follow
SMILES,GSK3A inh,RGS4 act,KCNK3 block,DYRK1A inh,hERG protect,KCNQ1 inh,PolyA inhibitor,KCNQ1 act,KCNK9 block,HDAC3 inh,GSK3beta inhib
COc1cc(/C=C/C(=O)O)cc(S(=O)(=O)Nc2ccc(F)cc2)c1OC,0.5,i,i,-7.3,-8.1,i,i,i,i,?,0.7
O=C(c1ccc2c3c(cccc13)CC2)C1CCCN(Cc2cccnc2)C1 (stereo unspecified),-1.5,i,i,4.5,-12.6,i,i,i,i,-16.6,-0.8
CC(C)c1nc(SCC(=O)Nc2ccc3c(c2)OCCO3)n[nH]1,0.7,i,i,-2.5,-8.7,i,i,i,i,-6.0,0.3
Cc1ccc(S(=O)(=O)c2ccc(Oc3cccc(C)c3)cc2)cc1,0.3,-8.12*,i,5.1,-15.9,8*,i,i,i,-14.4,-3.1

Not all compounds are listed; count on the stated rates, not on these rows.
